Eya2 phos inh: qHTS Assay for Inhibitors of the Phosphatase Activity of Eya2 | Protein phosphatase EYA2 (Homo sapiens), O00167 | recombinant Eya2, OMFP fluorescence dephosphorylation (OMFP is methylfluorescein phosphate) | Potency, µM (top dose mostly 76.9 µM), for the others: at the top dose activity, negative = inhibition, most hits filed as inhibitors | actives 0.006% (n = 330,000) | AID 488837, 2010; note: potency is the fitted concentration of half-maximal effect
Target sequence (O00167 whole entry, looked up): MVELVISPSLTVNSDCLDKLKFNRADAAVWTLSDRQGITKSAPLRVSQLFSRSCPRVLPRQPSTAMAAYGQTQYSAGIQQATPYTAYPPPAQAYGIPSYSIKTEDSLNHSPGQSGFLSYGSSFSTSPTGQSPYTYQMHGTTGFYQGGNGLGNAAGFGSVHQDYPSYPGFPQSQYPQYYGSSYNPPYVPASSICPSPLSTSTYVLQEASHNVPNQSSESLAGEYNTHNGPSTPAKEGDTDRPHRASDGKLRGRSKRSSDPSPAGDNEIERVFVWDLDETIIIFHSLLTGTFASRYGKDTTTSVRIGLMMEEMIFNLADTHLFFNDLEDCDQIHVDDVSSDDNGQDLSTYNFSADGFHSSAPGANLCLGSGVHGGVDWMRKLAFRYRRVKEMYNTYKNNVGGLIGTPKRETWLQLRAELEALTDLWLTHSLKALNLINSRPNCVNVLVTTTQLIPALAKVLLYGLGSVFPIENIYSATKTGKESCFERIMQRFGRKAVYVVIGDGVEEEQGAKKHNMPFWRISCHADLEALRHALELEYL
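Eya2 protein (added as 0.2 uM solution) was preincubated with compound for 10 min at ambient temperature in 50 mM HEPES pH 7.5, 50 mM NaCl, 5 uM MgCl2, 0.05% BSA, 1 mM DTT. OMFP (added at 50 uM) then reacted 10 min; fluorescence read at 485/525 nm.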
Coupling enz: qHTS Assay for Inhibitors of Fructose-1,6-bisphosphate Aldolase from Giardia Lamblia: Coupling assay counterscreen. actives 0.67% (n = 290,000). activity change, negative = inhibition, % at 58.2 µM, hits read low. coupling enzyme system counterscreen, AmpLite Red fluorescence; in the data active = activity change below about -30%
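Counterscreen lacking aldolase: glyceraldehyde-3-phosphate coupling-enzyme reagent preincubated 10 min at RT with compound (at 57.5 uM final), then substrate/coupling system with AmpLite Red added; fluorescence read at 525/598 nm after 20 min RT.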
USP2a inh: qHTS Assay for Inhibitors of Ubiquitin-specific Protease USP2a Using CHOP2 as the Reporter; actives 0.01% (n = 330,000); USP2 core, Ub-CHOP2 coupled fluorogenic reporter, 485/531; Ubiquitin carboxyl-terminal hydrolase 2 (Homo sapiens), O75604; AID 463254, 2010; Potency, µM (titrated, usually from 38.3 µM), for inactives: at the top dose activity change, negative = inhibition, usual class: inhibitors;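 note: potency is the fitted concentration of half-maximal effect; plate controls were DMSO wells for no effect and full inhibition by NEM control for full effect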
Target sequence (O75604 whole entry, looked up): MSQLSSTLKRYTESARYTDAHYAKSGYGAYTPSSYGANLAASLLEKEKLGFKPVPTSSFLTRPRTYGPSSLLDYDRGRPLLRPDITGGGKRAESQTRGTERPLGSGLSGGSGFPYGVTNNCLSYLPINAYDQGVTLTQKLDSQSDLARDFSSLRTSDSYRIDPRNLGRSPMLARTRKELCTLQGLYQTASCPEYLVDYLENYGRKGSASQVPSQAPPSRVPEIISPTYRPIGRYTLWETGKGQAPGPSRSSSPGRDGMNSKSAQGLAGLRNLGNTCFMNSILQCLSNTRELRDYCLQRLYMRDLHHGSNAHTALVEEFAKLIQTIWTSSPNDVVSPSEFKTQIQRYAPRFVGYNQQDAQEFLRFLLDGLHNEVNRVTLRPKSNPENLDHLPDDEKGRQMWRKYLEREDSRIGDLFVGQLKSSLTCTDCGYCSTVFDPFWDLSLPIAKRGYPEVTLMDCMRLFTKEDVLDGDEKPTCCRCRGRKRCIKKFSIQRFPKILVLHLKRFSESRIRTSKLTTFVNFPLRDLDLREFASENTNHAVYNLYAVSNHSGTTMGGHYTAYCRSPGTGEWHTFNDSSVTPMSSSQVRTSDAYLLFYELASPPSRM
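USP2 core (10nM final) preincubated 30min RT with compound in 20mM Tris-HCl pH 8.0, 2mM CaCl2, 2mM beta-mercaptoethanol, 0.05% CHAPS; 25nM Ub-CHOP2 plus 25nM reporter substrate added, fluorescence (Ex485/Em531) read after 60min.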
KCNH2 3.1 block: qHTS for Inhibitors of KCHN2 3.1: Mutant qHTS | U2OS KCNH2 3.1, thallium flux FluxOr; hits give low values | activity change, % (tested at about 1.8 µM) | actives 0.95% (n = 340,000) | AID 720553, 2013;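 active = maximum activity change below -70%; inconclusive = maximum activity change from -70% to -50%; inactive = maximum activity change above -50%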;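 note: thallium influx rate constant from kinetic fluorescence after stimulation buffer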
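Virally transduced U2OS (3.1 isoform, 4 h infection in dark at RT) → overnight 37 C → FluxOr + Red40 in HBSS/HEPES, 45 min → stimulation buffer, 2 min kinetic read → rate constant vs DMSO controls.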
uPA generation: qHTS for Inhibitors of Cell Surface uPA Generation | Potency, µM (doses to about 38.3 µM), for inactives: top-dose activity change, negative = inhibition, hits mostly inhibitors | cell surface uPA generation assay, qHTS | actives 0.31% (n = 330,000) | AID 540303, 2011; active = well fitted inhibition curve with a large enough effect; inconclusive = small, poorly fitted or top-dose-only effect; inactive = no such curve, though single readings can be large or run the other way; tested in mouse RAW 264.7 cells; note: potency is the fitted concentration of half-maximal effect; nearly all actives have a fitted effect of over 55% in size
Giardia killer: Small Molecules that selectively kill Giardia lamblia: qHTS | Giardia lamblia trophozoite viability | activity change, % at 7.66 µM, hits read low | actives 0.15% (n = 340,000) | AID 540267, 2011; in the data active = activity change below about -80%; inconclusive = between about -30% and that limit;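 note: parasites exposed to compound for two days anaerobically before the ATP read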
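Trophozoite viability was measured as ATP-dependent luminescence, read 15-30 min after reagent addition. Before that, parasites at 100 cells/well were exposed to compounds for 48 h, anaerobically, at 37 deg C.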
KCNH2 WT inh: qHTS for Inhibitors of KCHN2 3.1: Wildtype qHTS. Voltage-gated inwardly rectifying potassium channel KCNH2 (Homo sapiens), Q12809. U2OS, BacMam KCNH2, thallium flux FluxOr; hits give low values. activity change, % at 1.84 µM. actives 0.37% (n = 340,000). AID 720551, 2013;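 active = maximum activity change below -70%; inconclusive = maximum activity change between -70% and -50%; inactive = maximum activity change above -50%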
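U2OS cells were transduced with wild-type KCNH2 virus (2.03 x 10^8 / mL) for 4 h at room temperature, then cultured overnight at 37 C. Thallium flux was read with FluxOr dye. Rate constants were normalized to DMSO controls.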
PKM2 activator: qHTS Assay for Activators of Human Muscle isoform 2 Pyruvate Kinase | actives 0.34% (n = 260,000) | Pyruvate kinase PKM (Homo sapiens), P14618 | Potency, µM (top dose mostly 57.5 µM), inactives show at the top dose activation, hits mostly activators | purified PKM2, Kinase-Glo ATP luminescence, activation; response scale: 0% is enzyme alone, no compound; note: potency is the fitted concentration of half-maximal effect; nearly all actives have a fitted effect of over 55% in size
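Kinase-Glo luminescence reports ATP generated from ADP (0.1 mM) and PEP (0.5 mM) by purified hPK-M2 after 1 h at room temperature, pH 7.2 imidazole buffer; intermediate enzyme activity allows detecting inhibitors and activators.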
Chronic BCR inh: qHTS Assay to Find Inhibitors of Chronic Active B-Cell Receptor Signaling | AID 493014, 2011 | Potency, µM (highest dose often 46.1 µM), inactives show at the top dose ratio change, negative = lower green/red ratio, hits mostly inhibitors | actives 0.05% (n = 340,000) | ABC-DLBCL IkBa-CBG/CBR reporter, luminescence ratio, 4 h; active = well fitted inhibition curve with a large enough effect in the signal ratio, with a control signal flat, not every such curve was filed as active; inconclusive = small, poorly fitted or top-dose-only effect, or effect the other way, or a change in a side signal; the % refers to the signal ratio;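 note: potency is the fitted concentration of half-maximal effect; plate controls were basal doxycycline-induced cells for no effect and cells given 10 µM MG132 for full effect; MG132 reads +100%, hits lower the ratio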
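Doxycycline induced both beetle luciferases in TMD8 lymphoma cells; IKK-driven degradation limits the IkappaBalpha-fused green signal, while red luminescence normalises for cell number and nonspecific effects. Compounds tested up to 46 uM, 4 hrs.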
B2AR arrestin: qHTS assay of beta-arrestin-biased ligands of beta2-adrenergic receptor. Beta-2 adrenergic receptor (Homo sapiens), P07550. beta-arrestin recruitment to beta2AR, cell-based reporter. Potency, µM (doses to about 46.1 µM), without a hit: at the highest dose activation, most hits filed as activators. actives 0.02% (n = 330,000);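 note: potency is the fitted concentration of half-maximal effect; 0% = DMSO controls and full agonism = EC100 isoproterenol or metaproterenol; nearly all actives have a fitted effect of over 65% in size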
GALK inhibitor: qHTS Assay for Inhibitors of Human Galactokinase (GALK); P51570; Purified GALK, Kinase-Glo residual ATP luminescence; Potency, µM (series often up to 57.5 µM), inactives show at the highest dose activity change, negative = inhibition, actives largely listed as inhibitors; actives 0.007% (n = 270,000); AID 1868, 2009; note: potency is the fitted concentration of half-maximal effect
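GALK at 5 nM final was combined with compound, 35 uM ATP and 100 uM galactose in HEPES pH8.0 with MgCl2 and DTT. The reaction ran one hour at room temperature before luminescent ATP detection.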
* = called active by the depositor. Unless noted, calls come from the whole dose curve; as a rule, active = well fitted curve in the direction sought with a large enough effect; inconclusive = small, poorly fitted or top-dose-only effect, or another doubt; inactive = no such curve, though single readings can be large; an effect the other way counts as inactive or inconclusive. Unless noted, % is set by controls: 0 for no effect and ±100 for the full control effect.

Screening COC(=O)C(O)(c1ccc(N(C)C(=O)COc2ccccc2)cc1)C(F)(F)F (centres undefined) returned Eya2 phos inh 0.3%, Coupling enz -0.5, USP2a inh 2.3%, KCNH2 3.1 block 20.7, uPA generation -2.2%, Giardia killer -14.0, KCNH2 WT inh -2.9, PKM2 activator -0.2%, Chronic BCR inh -16.6%, B2AR arrestin 0.2% and GALK inhibitor -0.3%.
`CNC(=O)c1cccn(Cc2ccc(C(F)(F)F)cc2)c1=O` gave Eya2 phos inh 2.6%, Coupling enz 0.9, USP2a inh 3.7%, KCNH2 3.1 block -0.6, uPA generation -6.4%, Giardia killer -2.3, KCNH2 WT inh 2.9, PKM2 activator -2.7%, Chronic BCR inh inconclusive, B2AR arrestin 0.0% and GALK inhibitor -0.2%.
C=CCn1c(O)c(C=NCCN2CCNCC2)c(=O)[nH]c1=O was read as Eya2 phos inh -28.7%, Coupling enz -4.7, USP2a inh 2.0%, KCNH2 3.1 block -1.6, uPA generation -3.0%, Giardia killer 2.3, KCNH2 WT inh -2.9, PKM2 activator -7.1%, Chronic BCR inh -1.7%, B2AR arrestin 0.0% and GALK inhibitor -1.2%.
`Cc1ccc(Nc2nnc(SCC(=O)NCC3CCCO3)s2)cc1C` (centres undefined) gave Eya2 phos inh 0.7%, USP2a inh 6.7%, KCNH2 3.1 block 28.0, uPA generation inconclusive, Giardia killer -10.7, KCNH2 WT inh -3.5, Chronic BCR inh -2.1% and B2AR arrestin 0.1%.
Screening O=C(c1cc2ccccc2oc1=O)N1CCC2(CC1)OCCO2 returned Eya2 phos inh -10.8%, Coupling enz -2.2, USP2a inh 1.7%, KCNH2 3.1 block 5.1, uPA generation 1.5%, Giardia killer -9.9, KCNH2 WT inh 11.3, PKM2 activator -12.0%, Chronic BCR inh 6.2%, B2AR arrestin -0.1% and GALK inhibitor -0.4%.
For CC(C)OCCCNC(=O)c1c(N)n(Cc2cccs2)c2nc3ccccc3nc12 the results were Eya2 phos inh -4.6%, Coupling enz -46.0*, USP2a inh -11.7%, KCNH2 3.1 block 12.3, uPA generation 11.5%, Giardia killer -6.5, KCNH2 WT inh 4.0, PKM2 activator 18.2%, Chronic BCR inh inconclusive, B2AR arrestin -0.7% and GALK inhibitor 1.2%.
CCC(C#N)(CC)P(=S)(c1ccccc1)c1ccccc1 was read as Eya2 phos inh 1.9%, Coupling enz 2.7, USP2a inh -6.1%, KCNH2 3.1 block -0.2, uPA generation 3.5%, Giardia killer -6.0, KCNH2 WT inh -9.0, PKM2 activator -1.1%, Chronic BCR inh 3.9%, B2AR arrestin -0.3% and GALK inhibitor 0.1%.
O=c1c2ccccc2nc(-c2ccoc2)n1-c1ccccc1 was read as Eya2 phos inh -6.7%, Coupling enz 2.9, USP2a inh 0.2%, KCNH2 3.1 block -4.0, Giardia killer -7.2, KCNH2 WT inh -8.5, PKM2 activator -0.3%, Chronic BCR inh 14.5%, B2AR arrestin 0.4% and GALK inhibitor 2.3%.
COc1cc(C(=O)OC2C[C@H]3CC[C@@H](C2)N3)ccc1O (some centres undefined) was read as Eya2 phos inh inconclusive, Coupling enz -1.0, USP2a inh -0.5%, KCNH2 3.1 block -18.9, uPA generation 16.6%, Giardia killer -2.9, KCNH2 WT inh -7.9, Chronic BCR inh -2.1%, B2AR arrestin -0.3% and GALK inhibitor -1.4%.
For CC(C)OC(=O)c1c(N)n(CC2CCCO2)c2nc3ccccc3nc12 (centres undefined) the results were Eya2 phos inh -0.7%, Coupling enz -10.4, USP2a inh 2.8%, KCNH2 3.1 block 0.9, uPA generation 9.5%, Giardia killer 0.6, KCNH2 WT inh 21.8, PKM2 activator 3.4%, Chronic BCR inh 7.2%, B2AR arrestin 0.2% and GALK inhibitor 0.6%.
COc1ccc(CC2C(=O)N(C)C(=O)N(C)C2=O)c(OC)c1 was read as Eya2 phos inh 13.5%, Coupling enz -1.9, USP2a inh 0.2%, KCNH2 3.1 block -0.5, uPA generation -7.8%, Giardia killer 19.4, KCNH2 WT inh -24.8, PKM2 activator 2.5%, Chronic BCR inh -3.2%, B2AR arrestin -0.4% and GALK inhibitor -0.2%.
O=c1c2ccccc2nc(N2CCCC2)n1-c1ccccc1 was read as Eya2 phos inh 8.7%, Coupling enz 2.2, USP2a inh -0.3%, KCNH2 3.1 block 18.8, uPA generation -0.4%, Giardia killer -17.6, KCNH2 WT inh 7.9, PKM2 activator 8.1%, Chronic BCR inh inconclusive, B2AR arrestin 0.1% and GALK inhibitor 0.9%.
COc1ccc(CN2CCCC(C(=O)c3ccc(Cl)cc3)C2)c(OC)c1 (centres undefined) was read as Eya2 phos inh 4.4%, Coupling enz 3.6, USP2a inh -0.7%, KCNH2 3.1 block inconclusive, uPA generation 0.9%, Giardia killer -1.3, KCNH2 WT inh -16.8, PKM2 activator 0.4%, Chronic BCR inh -0.1%, B2AR arrestin -0.3% and GALK inhibitor 4.9%.
Screening O=C(O)C1C2CCC(O2)C1C(=O)NC1CCCCC1 (centres undefined) returned Eya2 phos inh -1.3%, Coupling enz 0.9, USP2a inh 0.9%, KCNH2 3.1 block -3.5, uPA generation -9.8%, Giardia killer -11.9, KCNH2 WT inh -33.8, PKM2 activator -9.4%, Chronic BCR inh inconclusive, B2AR arrestin -1.7% and GALK inhibitor 0.6%.
For CC(=O)O[C@@H]1C[C@H]2C(C)(C)C(=O)C=C[C@]2(C)[C@H]2CC[C@@]3(C)[C@H](c4ccoc4)OC(=O)[C@H]4O[C@]43[C@@]21C the results were Eya2 phos inh -0.1%, Coupling enz -4.0, USP2a inh 1.7%, KCNH2 3.1 block -4.9, uPA generation inconclusive, Giardia killer -0.9, KCNH2 WT inh 2.4, PKM2 activator 0.8%, Chronic BCR inh -20.5% and B2AR arrestin -0.3%.
For CCCCOC(=O)COc1cc(C)cc2oc(=O)c3c(c12)CCC3 the results were Eya2 phos inh 8.4%, Coupling enz 5.4, USP2a inh 0.8%, KCNH2 3.1 block 2.4, uPA generation 3.2%, Giardia killer 0.7, KCNH2 WT inh 1.1, PKM2 activator -6.3%, Chronic BCR inh 3.6%, B2AR arrestin 0.1% and GALK inhibitor 1.4%.
`O=P(Oc1ccccc1)(Oc1ccccc1)C(O)c1ccc(Cl)cc1` (centres undefined) gave Eya2 phos inh 5.7%, USP2a inh 2.4%, KCNH2 3.1 block 44.7, uPA generation -7.2%, Giardia killer -12.8, KCNH2 WT inh -2.4, Chronic BCR inh -0.5% and B2AR arrestin 0.0%.
Screening CCOC(=O)C1=C(CCc2ccccc2)NC(=O)NC1c1ccc2ccccc2c1 (centres undefined) returned Eya2 phos inh 10.7%, Coupling enz 0.5, USP2a inh 3.3%, KCNH2 3.1 block 8.3, uPA generation -0.8%, Giardia killer -13.0, KCNH2 WT inh 1.3, PKM2 activator 3.2%, Chronic BCR inh inconclusive and B2AR arrestin -0.4%.
For Cc1ccc(N=Nc2c(O)[nH]c(=O)[nH]c2=O)cc1S(=O)(=O)Nc1ccc(Br)cc1 the results were Eya2 phos inh -2.9%, USP2a inh 3.2%, KCNH2 3.1 block -21.6, uPA generation 4.3%, Giardia killer -1.7, KCNH2 WT inh -1.5, Chronic BCR inh inconclusive and B2AR arrestin 0.0%.
CN1CCN(c2ccc(CNS(=O)(=O)Cc3cccc(C(F)(F)F)c3)cc2)CC1 was read as Eya2 phos inh inconclusive, Coupling enz 1.3, USP2a inh 7.1%, KCNH2 3.1 block -15.8, uPA generation inconclusive, Giardia killer -4.4, KCNH2 WT inh 5.8, PKM2 activator -1.6%, Chronic BCR inh 18.3%, B2AR arrestin -0.2% and GALK inhibitor 0.3%.
`NC(=O)c1cc(N2CC2)c([N+](=O)[O-])cc1[N+](=O)[O-]` gave Eya2 phos inh -5.9%, KCNH2 3.1 block -23.7, uPA generation 10.6%, Giardia killer inconclusive and KCNH2 WT inh -8.8.
`CCOP(=O)(CN(CC)CCNP(=O)(OCC)OCC)OCC` gave Eya2 phos inh -3.8%, Coupling enz 1.5, USP2a inh 4.0%, KCNH2 3.1 block 34.6, uPA generation 9.8%, Giardia killer -14.1, KCNH2 WT inh -1.4, PKM2 activator 0.1%, Chronic BCR inh 1.2% and B2AR arrestin -0.3%.

A portion of the library; count on the stated rates, not on these rows.
